Bioassay records: PubChem, Sanford-Burnham Center for Chemical Genomics
hIAP activ = increases human intestinal alkaline phosphatase activity | P09923 | purified human IAP, CDP-Star luminescence, 30 min; active compounds read high; 1 = vehicle-only enzyme, 0 = enzyme-free background | activation factor at 10 µM | actives 0.16% (n = 330,000);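 active means activation factor of the enzyme at least 2-fold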; further: the source names both 10 and 20 µM as test concentration; values of inactives mirror those of a sister screen read the other way
Target sequence (P09923 whole entry, looked up): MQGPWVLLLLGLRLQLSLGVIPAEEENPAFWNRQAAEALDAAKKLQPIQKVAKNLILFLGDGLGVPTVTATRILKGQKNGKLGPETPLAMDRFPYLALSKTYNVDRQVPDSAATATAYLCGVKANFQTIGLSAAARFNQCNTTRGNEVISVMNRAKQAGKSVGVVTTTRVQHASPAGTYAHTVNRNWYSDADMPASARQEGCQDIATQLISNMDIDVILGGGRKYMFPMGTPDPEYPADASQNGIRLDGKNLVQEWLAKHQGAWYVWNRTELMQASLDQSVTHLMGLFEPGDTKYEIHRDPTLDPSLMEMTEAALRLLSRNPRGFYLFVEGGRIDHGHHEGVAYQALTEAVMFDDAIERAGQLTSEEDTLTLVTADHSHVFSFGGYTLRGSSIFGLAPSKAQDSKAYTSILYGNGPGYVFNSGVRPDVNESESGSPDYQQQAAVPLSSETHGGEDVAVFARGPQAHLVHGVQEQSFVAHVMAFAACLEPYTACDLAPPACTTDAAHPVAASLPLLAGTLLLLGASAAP
APOBEC3A inh = human APOBEC3A DNA deaminase inhibition | P31941 | recombinant A3A, FAM/TAMRA ssDNA deamination fluorescence | inhibition, % at 20 µM | actives 0.41% (n = 330,000) | AID 493011;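 active means at least 40% inhibition at 20 µM here, with at most 30% in a related deaminase screen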;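 further: plate controls were A3A with DMSO for no effect and wells lacking A3A enzyme for full effect; some results filed as inactive read as strong as hits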
mIAP act = mouse IAP activation. muIAP, CDP-Star luminescence, 30 min; active compounds read high; 1 = vehicle-only enzyme signal, 0 = enzyme-free wells. activation factor at 10 µM. actives 0.24% (n = 330,000). AID 2805;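 active means activation factor of at least 2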; further: the source names both 10 and 20 µM as test concentration; values of inactives mirror those of a sister screen read the other way
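also added = chemiluminescent substrate CDP-Star | test system = mouse IAP enzyme | signal = chemiluminescence readout | compound = DMSO-dissolved test compounds | incubation = 30 min at room temperature | benchmarks = DMSO wells, no-enzyme wells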
MIN6 prolif = induces beta-cell replication in MIN6 cells | proliferation, % at 10 µM | actives 0.29% (n = 330,000) | MIN6 cells proliferation, ATPlite luminescence, 48 h; cells starved in 0.2% serum; 100% = growth in 10% serum;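 active means compounds whose signal lies at least 3.5 SD above the mean of all wells on their plate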;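 further: 0% = DMSO-treated cells in low-serum medium and 100% = 10% serum control; some compounds called inactive have numbers as strong as hits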
SENP1 FRET inh = blocks the human SENP1 SUMO protease catalytic domain. Q9P0U3. AID 624204. recombinant SENP1 catalytic domain, CyPet-SUMO1-YPet FRET cleavage. actives 0.21% (n = 360,000). inhibition, % at 10 µM;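 active means inhibition at least 30% at 10 µM, raw YFP signal under a set limit, fluorescence ratio 0.5 to 1.5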;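 further: 0% = enzyme with DMSO and 100% = no enzyme wells; some results filed as inactive read as strong as hits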
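Material: hSENP1 catalytic domain, recombinant; medium: Tris pH 8 with BME, BSA, NP40 and catalase; compound: single concentration of 10 µM compound, 0.5% DMSO final; technique: FRET read of cyan and yellow fluorescence; timing: 50 min enzyme reaction, room temperature, light-protected; reagent: SFCypet-SUMO1-SFYpet substrate at 25 nM; control set: no-enzyme low, enzyme-DMSO high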
mIAP inh = mouse IAP inhibition; inhibition, % at 10 µM; actives 0.2% (n = 330,000); purified mouse IAP, CDP-Star luminescence, 30 min;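 active means inhibition of at least 40% at 10 µM in the primary screen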;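 further: plate controls were DMSO with enzyme for no effect and no enzyme wells for full effect; values of inactives mirror those of a sister screen read the other way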
NALP3 yeast inh = blocks the NALP3 inflammasome reconstituted in yeast; Yeast reconstituted NLRP3/ASC/caspase-1, beta-gal luminescence, 24 h; inhibition, % at 10 µM; actives 0.39% (n = 330,000);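 active means inhibition of 50% or more; inactive means inhibition below 50%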;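 further: plate controls were induced DMSO wells for no effect and uninduced yeast grown without galactose for full effect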
hIAP block = human IAP inhibition. P09923. purified IAP, CDP-Star luminescence, 30 min. inhibition, % at 10 µM. actives 0.12% (n = 330,000). AID 2544;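 active means inhibition reaching a set limit with compound at 10 µM in the primary screen, cut at about 35% in these data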;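 further: plate controls were DMSO wells with enzyme for no effect and no-enzyme buffer wells for full effect; values of inactives mirror those of a sister screen read the other way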
APOBEC3G inh = inhibitors of human APOBEC3G DNA deaminase. recombinant A3G, ssDNA deamination FAM/TAMRA fluorescence. AID 493012. Q9HC16. actives 0.28% (n = 330,000). inhibition, % at 20 µM;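 active means inhibition of at least 40% at 20 µM, with no more than 30% in the related APOBEC3A deaminase screen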;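 further: plate controls were DMSO wells with A3G for no effect and wells lacking A3G enzyme for full effect; some compounds called inactive have numbers as strong as hits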
Target sequence (Q9HC16 whole entry, looked up): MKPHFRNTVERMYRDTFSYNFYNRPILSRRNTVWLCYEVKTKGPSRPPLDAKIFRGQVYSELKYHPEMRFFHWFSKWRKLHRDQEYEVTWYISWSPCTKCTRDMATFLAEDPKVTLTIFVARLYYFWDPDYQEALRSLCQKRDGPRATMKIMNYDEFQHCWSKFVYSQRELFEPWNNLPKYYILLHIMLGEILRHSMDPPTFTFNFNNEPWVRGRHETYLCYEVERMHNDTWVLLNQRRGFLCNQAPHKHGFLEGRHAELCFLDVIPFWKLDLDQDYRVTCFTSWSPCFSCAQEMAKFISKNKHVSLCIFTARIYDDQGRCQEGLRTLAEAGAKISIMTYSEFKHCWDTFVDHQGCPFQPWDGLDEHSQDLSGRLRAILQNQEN
An asterisk follows results filed as active. The list is partial. The share of hits here may be higher or lower than overall.

Results for COc1ccc(C)cc1NC(=O)COC(=O)c1ccc(OCc2ccc(Cl)cc2Cl)c(OC)c1 ?
hIAP activ: 0.84; APOBEC3A inh: 4; mIAP act: 0.93; MIN6 prolif: 1; SENP1 FRET inh: -1; mIAP inh: 7; NALP3 yeast inh: 8; hIAP block: 16; APOBEC3G inh: 0

Results for CCOc1ccc(NC(=O)C(C)Sc2nccn2C)cc1 (stereo not given) ?
hIAP activ: 0.82; APOBEC3A inh: -5; mIAP act: 1; MIN6 prolif: -3; SENP1 FRET inh: 0; mIAP inh: -4; NALP3 yeast inh: 6; hIAP block: 18; APOBEC3G inh: -2

What do the screens show for `O=C(NC1CCCc2ccccc21)c1ccccc1Br` (stereo not given)?
hIAP activ: 0.85; APOBEC3A inh: -5; mIAP act: 0.87; MIN6 prolif: -4; SENP1 FRET inh: 3; mIAP inh: 13; NALP3 yeast inh: 19; hIAP block: 15; APOBEC3G inh: -9

How did O=C(/C=C/c1ccccc1)N1CCC(Cc2ccccc2)CC1 do in these assays?
hIAP activ: 0.78; APOBEC3A inh: 0; mIAP act: 1; MIN6 prolif: 0; SENP1 FRET inh: 3; mIAP inh: -4; NALP3 yeast inh: 22; hIAP block: 22; APOBEC3G inh: 1

How did CC1CCCCN1C(=O)COC(=O)C1CCN(S(=O)(=O)c2ccc3c(c2)OCCO3)CC1 (stereo not given) do in these assays?
hIAP activ: 0.94; APOBEC3A inh: -1; mIAP act: 1.1; MIN6 prolif: 0; SENP1 FRET inh: 0; mIAP inh: -5; NALP3 yeast inh: 16; hIAP block: 6; APOBEC3G inh: -10

How did CC1(C)CC(=O)c2sc(NC(=O)CCS(=O)(=O)c3ccccc3)nc2C1 do in these assays?
hIAP activ: 1; APOBEC3A inh: -4; mIAP act: 0.99; MIN6 prolif: -7; SENP1 FRET inh: -11; mIAP inh: 1; NALP3 yeast inh: 9; hIAP block: -3; APOBEC3G inh: -2

How did C=CCN1C(=O)CN=C1Nc1ccc(F)cc1 do in these assays?
hIAP activ: 1.1; APOBEC3A inh: -1; mIAP act: 1; MIN6 prolif: -3; SENP1 FRET inh: -1; mIAP inh: 0; NALP3 yeast inh: 8; hIAP block: -7; APOBEC3G inh: -5

Results for O=S(=O)(NC1=NCCCCCC1)c1cccs1 ?
hIAP activ: 0.97; APOBEC3A inh: -2; mIAP act: 1; MIN6 prolif: -3; SENP1 FRET inh: 2; mIAP inh: -4; NALP3 yeast inh: 2; hIAP block: 3; APOBEC3G inh: 5

What do the screens show for `O=S(=O)(c1ccccc1)N1N=C(c2cccs2)CC1c1cccc(O)c1` (stereo not given)?
hIAP activ: 1.3; APOBEC3A inh: -2; mIAP act: 0.99; MIN6 prolif: -5; SENP1 FRET inh: -3; mIAP inh: 1; NALP3 yeast inh: 3; hIAP block: -25; APOBEC3G inh: -2

How did O=C(COc1ccc(Cl)cc1)Nc1ccc2oc(-c3ccncc3)nc2c1 do in these assays?
hIAP activ: 1; APOBEC3A inh: 2; mIAP act: 0.98; MIN6 prolif: 0; SENP1 FRET inh: 0; mIAP inh: 2; NALP3 yeast inh: 16; hIAP block: -3; APOBEC3G inh: 2

Results for CC1CC(C)CN(C(=O)c2ccc(S(=O)(=O)N3CCCC3)cc2)C1 (stereo not given) ?
hIAP activ: 1.1; APOBEC3A inh: -1; mIAP act: 0.97; MIN6 prolif: 4; SENP1 FRET inh: 0; mIAP inh: 3; NALP3 yeast inh: 3; hIAP block: -8; APOBEC3G inh: 0

Results for COC(=O)Cc1ccc(NC(=O)c2ccc(Br)o2)cc1 ?
hIAP activ: 1; APOBEC3A inh: 3; mIAP act: 1.1; MIN6 prolif: -5; SENP1 FRET inh: 1; mIAP inh: -14; NALP3 yeast inh: 20; hIAP block: 0; APOBEC3G inh: -2

Compounds shown so far that contain a Cl atom (2):
Results for COc1ccc(C)cc1NC(=O)COC(=O)c1ccc(OCc2ccc(Cl)cc2Cl)c(OC)c1 ?
hIAP activ: 0.84; APOBEC3A inh: 4; mIAP act: 0.93; MIN6 prolif: 1; SENP1 FRET inh: -1; mIAP inh: 7; NALP3 yeast inh: 8; hIAP block: 16; APOBEC3G inh: 0

How did O=C(COc1ccc(Cl)cc1)Nc1ccc2oc(-c3ccncc3)nc2c1 do in these assays?
hIAP activ: 1; APOBEC3A inh: 2; mIAP act: 0.98; MIN6 prolif: 0; SENP1 FRET inh: 0; mIAP inh: 2; NALP3 yeast inh: 16; hIAP block: -3; APOBEC3G inh: 2

Additional records
How did O=c1c2cc(Br)cc(Br)c2oc2nc3n(c(=O)c12)CCCS3 do in these assays?
hIAP activ: 1; APOBEC3A inh: 0; mIAP act: 1.1; MIN6 prolif: -1; mIAP inh: -5; NALP3 yeast inh: 4; hIAP block: -2; APOBEC3G inh: -1

Results for NC(=S)N/N=C/C=C/c1ccccc1 ?
hIAP activ: 0.93; APOBEC3A inh: -2; mIAP act: 0.83; MIN6 prolif: -2; SENP1 FRET inh: -1; mIAP inh: 17; NALP3 yeast inh: 24; hIAP block: 7; APOBEC3G inh: -2

What do the screens show for `CCC1CCc2sc(C(=O)NCC(c3ccccc3OC)N3CCCC3)cc2C1` (stereo not given)?
hIAP activ: 0.89; APOBEC3A inh: 4; mIAP act: 1.1; MIN6 prolif: -8; SENP1 FRET inh: 0; mIAP inh: -14; NALP3 yeast inh: 14; hIAP block: 11; APOBEC3G inh: 1

How did Cc1ccc(N2C(=O)N(CC(=O)Nc3ccc(F)c(F)c3)C(=O)C2C)cc1 (stereo not given) do in these assays?
hIAP activ: 0.9; APOBEC3A inh: 1; mIAP act: 0.96; MIN6 prolif: 1; SENP1 FRET inh: 0; mIAP inh: 4; NALP3 yeast inh: 22; hIAP block: 10; APOBEC3G inh: -8

How did CCOC(=O)c1ccc(NC(=O)CNC(=O)C23CC4CC(CC(C4)C2)C3)cc1 do in these assays?
hIAP activ: 1; APOBEC3A inh: 1; mIAP act: 0.96; MIN6 prolif: -2; SENP1 FRET inh: 2; mIAP inh: 4; NALP3 yeast inh: 1; hIAP block: 0; APOBEC3G inh: 2

What do the screens show for `Cc1ccc2[nH]c(=O)c(CN(Cc3cccs3)C(=S)NCC3CCCO3)cc2c1` (stereo not given)?
hIAP activ: 0.95; APOBEC3A inh: -9; mIAP act: 1; MIN6 prolif: -2; SENP1 FRET inh: -1; mIAP inh: -2; NALP3 yeast inh: -14; hIAP block: 5; APOBEC3G inh: -9

How did C=CCCN(Cc1ccccc1)S(=O)(=O)c1cc(Br)ccc1Br do in these assays?
hIAP activ: 1; APOBEC3A inh: -4; mIAP act: 0.93; MIN6 prolif: -7; SENP1 FRET inh: -2; mIAP inh: 7; NALP3 yeast inh: 25; hIAP block: -2; APOBEC3G inh: -7

How did CN(Cc1ccccc1)C(=O)Cn1c(=O)oc2cc(S(=O)(=O)N3CCCC3)ccc21 do in these assays?
hIAP activ: 0.97; APOBEC3A inh: 1; mIAP act: 0.98; MIN6 prolif: -1; SENP1 FRET inh: 2; mIAP inh: 2; NALP3 yeast inh: 12; hIAP block: 3; APOBEC3G inh: -7

What do the screens show for `CCN(C(=S)Nc1cccnc1)c1ccccc1`?
hIAP activ: 1; APOBEC3A inh: 1; mIAP act: 1; MIN6 prolif: 0; SENP1 FRET inh: 0; mIAP inh: 0; NALP3 yeast inh: -1; hIAP block: -3; APOBEC3G inh: 1

How did O=C(NNC(=O)c1cc2ccccc2cc1O)Nc1ccc(F)cc1F do in these assays?
hIAP activ: 1.7; APOBEC3A inh: -3; mIAP act: 0.95; MIN6 prolif: -1; SENP1 FRET inh: 13; mIAP inh: 5; NALP3 yeast inh: 15; hIAP block: -68; APOBEC3G inh: -7

What do the screens show for `CCCn1c(COc2ccccc2)nc2ccccc21`?
hIAP activ: 1.2; APOBEC3A inh: -5; mIAP act: 1.1; MIN6 prolif: -3; SENP1 FRET inh: 0; mIAP inh: -5; NALP3 yeast inh: 45; hIAP block: -16; APOBEC3G inh: 0

Results for Cc1ccc2c(COC(=O)c3ccccc3Br)cc(=O)oc2c1 ?
hIAP activ: 0.93; APOBEC3A inh: 2; mIAP act: 0.93; MIN6 prolif: -3; SENP1 FRET inh: -2; mIAP inh: 7; NALP3 yeast inh: 17; hIAP block: 7; APOBEC3G inh: -5

What do the screens show for `O=C(Nc1cccc2ncccc12)c1cc([N+](=O)[O-])ccc1Cl`?
hIAP activ: 0.97; APOBEC3A inh: -2; mIAP act: 1; MIN6 prolif: -3; SENP1 FRET inh: 0; mIAP inh: -2; NALP3 yeast inh: 18; hIAP block: 3; APOBEC3G inh: -10

Results for COc1ccccc1Nc1nc(Cl)c(C=O)s1 ?
hIAP activ: 0.97; APOBEC3A inh: 0; mIAP act: 1.1; MIN6 prolif: -4; SENP1 FRET inh: -38; mIAP inh: -9; NALP3 yeast inh: 5; hIAP block: 3; APOBEC3G inh: -16

What do the screens show for `O=C(NCc1ccccc1Cl)C1CCN(S(=O)(=O)N2CCOCC2)CC1`?
hIAP activ: 1.1; APOBEC3A inh: -1; mIAP act: 1.1; MIN6 prolif: -2; SENP1 FRET inh: 2; mIAP inh: -9; NALP3 yeast inh: 19; hIAP block: -15; APOBEC3G inh: -3

What do the screens show for `Cc1cccn2c(=O)c(/C=N/O)c(N3CCCCC3)nc12`?
hIAP activ: 1.1; APOBEC3A inh: -4; mIAP act: 1.1; MIN6 prolif: -3; SENP1 FRET inh: -2; mIAP inh: -9; NALP3 yeast inh: 12; hIAP block: -5; APOBEC3G inh: 8

How did O=C(COC(=O)/C=C/c1ccc2c(c1)OCO2)NCc1ccccc1 do in these assays?
hIAP activ: 1.1; APOBEC3A inh: -2; mIAP act: 1.1; MIN6 prolif: -2; SENP1 FRET inh: 0; mIAP inh: -10; NALP3 yeast inh: 4; hIAP block: -14; APOBEC3G inh: -6

How did CCc1ccc(C(=O)NNC(=O)c2c(CC)noc2C)cc1 do in these assays?
hIAP activ: 0.99; APOBEC3A inh: -2; mIAP act: 1; MIN6 prolif: -2; SENP1 FRET inh: 1; mIAP inh: -2; NALP3 yeast inh: 10; hIAP block: 0; APOBEC3G inh: -10

Results for O=C(COC(=O)CCC(=O)c1ccc(F)cc1)Nc1cccc(S(=O)(=O)N2CCOCC2)c1 ?
hIAP activ: 0.97; APOBEC3A inh: 2; mIAP act: 1.2; MIN6 prolif: 0; SENP1 FRET inh: 6; mIAP inh: -16; NALP3 yeast inh: 8; hIAP block: 3; APOBEC3G inh: -2

What do the screens show for `O=C(O)Cn1nnnc1SCC(=O)Nc1ccc(F)cc1F`?
hIAP activ: 0.9; APOBEC3A inh: -4; mIAP act: 1; MIN6 prolif: 5; SENP1 FRET inh: 0; mIAP inh: 0; NALP3 yeast inh: 1; hIAP block: 10; APOBEC3G inh: -7

What do the screens show for `COc1ccc(NC(=O)CCN2CCC(C)CC2)cc1`?
hIAP activ: 1.1; APOBEC3A inh: 0; mIAP act: 0.97; MIN6 prolif: -1; SENP1 FRET inh: -1; mIAP inh: 3; NALP3 yeast inh: -2; hIAP block: -6; APOBEC3G inh: -3
